# Screening results deposited in PubChem BioAssay by several laboratories.
# Yeast growth inh: growth inhibitors of yeast BB579 in restrictive medium, primary screen, yeast lifespan-shortening project, S. cerevisiae; OD615, 48 h; actives 0.51% (n = 140,000); AID 804, 2007; inhibition, % at 10 µM;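 active = inhibition above a set limit, 3 SD over the mean compound inhibition, cut at about 44% in these data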; note: inactives centre near -24
#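 Test system: DeaD yeast strain BB579 / Buffer or medium: restrictive glucose-based CSMM-D medium / Doses: single 10 µM dose / Schedule: 4 h cell preincubation, 48 h compound exposure, 30 °C humidified / Technique: culture absorbance at 615 nm / Controls: amphotericin B positive control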
# bCat KO growth: primary screen for growth suppressors in beta-catenin knockout HCT116 cells (colon tumor, human) | HCT116 beta-catenin knockout viability, CellTiter-Glo, 60 h; active compounds read low | viability, % at 10 µM | actives 1.5% (n = 140,000);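 active = viability at or under a set limit, the compound median less 4 SD, cut at about 6% in these data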;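 note: 0% = Hyamine 1622 control at 20 µM and 100% = untreated cell control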
# Yeast life ext: compounds extending yeast replicative lifespan, primary screen, S. cerevisiae, OD615; S. cerevisiae growth with nicotinamide; deaD strain in restrictive glucose medium; inhibition of the nicotinamide effect, % at 10 µM; AID 775, 2007; actives 0.68% (n = 130,000);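 active = inhibition above a set limit, placed 3 SD over the median of all compounds, cut at about 26% in these data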;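 note: 0% = nicotinamide-treated wells and 100% = cells grown without nicotinamide; some compounds called inactive have numbers as strong as hits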
#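 System: Modified budding yeast, DeaD strain | Buffer or medium: Restrictive glucose medium | Also added: 1.5 mM nicotinamide | Doses: 10 µM single point, 0.25% DMSO | Schedule: 48 h compound exposure at 30 °C, humidified | Detection: Absorbance at 615 nm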
# HCT116 PTEN-null: growth suppression of PTEN-null HCT116, primary screen, cell-based, CellTiter-Glo | HCT116 PTEN-null viability, 60 h; active compounds read low | viability, % at 10 µM | actives 1.2% (n = 140,000);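 active = viability at or below a set limit, 4 SD under the median of all tested compounds, cut at about 3.7% in these data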;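 note: PTEN knockout HCT116 line with beta catenin targeted HCT116 as companion control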
# GALR2 blocker: GALR2 antagonists in receptor-expressing cells, primary screen. Galanin receptor type 2 (Homo sapiens), O43603. antagonist mode. inhibition, % at 4 µM. actives 0.39% (n = 140,000). AID 828, 2007; in the data active = inhibition above about 27%;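 note: cells stimulated with galanin 1-16 at roughly its EC80; 0% = agonist challenge control and 100% = basal control without agonist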
# Target sequence (O43603 whole entry, looked up): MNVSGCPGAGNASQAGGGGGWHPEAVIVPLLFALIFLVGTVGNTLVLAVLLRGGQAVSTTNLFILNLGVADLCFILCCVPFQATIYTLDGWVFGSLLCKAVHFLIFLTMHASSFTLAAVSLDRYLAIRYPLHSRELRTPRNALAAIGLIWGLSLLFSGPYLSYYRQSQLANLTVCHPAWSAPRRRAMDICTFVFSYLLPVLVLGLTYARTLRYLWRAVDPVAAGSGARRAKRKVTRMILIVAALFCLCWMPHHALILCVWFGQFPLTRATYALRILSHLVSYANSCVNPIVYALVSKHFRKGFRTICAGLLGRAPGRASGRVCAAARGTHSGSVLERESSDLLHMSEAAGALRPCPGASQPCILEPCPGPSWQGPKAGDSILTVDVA
# E-sel TNF inh: E-selectin induction blockers in HUVEC – imaging, immunofluorescence, high content, primary screen | HUVEC TNFa-induced E-selectin immunofluorescence | inhibition, % at 2 µM | actives 0.71% (n = 120,000);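 active = inhibition above the batch mean plus 3 SD, and confirmed as a hit on visual image review, cut at about 43% in these data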;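 note: 0% = TNF-stimulated DMSO wells and 100% = unstimulated control wells; not every result past the cut was called active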
# Measles CPE: compounds protecting cells from measles virus cytopathic effect, primary screen, measles RdRp inhibitor project, single point, MLSMR library, absorbance. protection (pct of control), % at 4 µM. Measles virus-infected cells, CPE protection. AID 841, 2007. actives 1.5% (n = 140,000); in the data active = protection mostly above about 24%, no sharp cut-off; inactive = mostly below about 26%; note: some compounds called inactive have numbers as strong as hits
# MRP1 act: H69AR viability gain despite doxorubicin, primary screen, MRP-1 activator project, H69AR cells, CellTiter-Glo; viability rescue; viability increase, % at 10 µM; actives 0.61% (n = 140,000); AID 799, 2007;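 active = viability gain under doxorubicin at or above a set limit, the compound median plus 3 SD, cut at about 4.7% in these data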;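 note: MRP-1 overexpressing cells given doxorubicin 25 µM after compound pretreatment; 18-22 h compound pretreatment then 72 h with doxorubicin before readout; 0% = doxorubicin-only wells and 100% = vehicle-treated cells without doxorubicin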
# Phagocyt inh: inhibitors of macrophage phagocytosis, primary screen, imaging, J774A.1 cells, IgG beads; J774A.1 macrophage IgG-bead phagocytosis; inhibition, % at 5 µM; actives 0.07% (n = 110,000); AID 1029, 2008;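 active = inhibition above the mean of the plate negative controls plus 5 SD, cut at about 13% in these data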;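 note: phagocytic index as fraction of beads internalized from green versus red external bead signal; plate controls were DMSO negative control for no effect and cytochalasin-D positive control for full effect; some results beyond the cut were filed as inactive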
# NPY-Y2 antag: NPY-Y2 receptor antagonists, primary screen, cell-based. Neuropeptide Y receptor type 2 (Homo sapiens), P49146. NPY-Y2 expressing cells, antagonist mode. inhibition, % at 2.7 µM. actives 0.99% (n = 140,000). AID 793, 2007; in the data active = inhibition above about 17%;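 note: 0% = vehicle with agonist challenge and 100% = reference antagonist with challenge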
# Target sequence (P49146 whole entry, looked up): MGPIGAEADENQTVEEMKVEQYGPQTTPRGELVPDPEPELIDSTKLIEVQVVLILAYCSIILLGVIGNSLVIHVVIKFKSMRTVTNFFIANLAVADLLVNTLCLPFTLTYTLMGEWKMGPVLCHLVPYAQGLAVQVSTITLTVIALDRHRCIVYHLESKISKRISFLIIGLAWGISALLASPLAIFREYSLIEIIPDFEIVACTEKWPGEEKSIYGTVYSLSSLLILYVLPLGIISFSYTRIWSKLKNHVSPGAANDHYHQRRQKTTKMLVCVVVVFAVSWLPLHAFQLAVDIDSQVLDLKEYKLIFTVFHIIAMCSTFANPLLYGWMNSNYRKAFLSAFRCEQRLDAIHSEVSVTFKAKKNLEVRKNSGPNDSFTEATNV
# An asterisk follows results filed as active; / = not tested or not shown.
SMILES,Yeast growth inh,bCat KO growth,Yeast life ext,HCT116 PTEN-null,GALR2 blocker,E-sel TNF inh,Measles CPE,MRP1 act,Phagocyt inh,NPY-Y2 antag
O=C1NCC(O)=C1C=NCCO,-8.9,102.3,-6.4,92.6,-0.2,-1.0,4.7,0.8,-0.9,2.0
COC(=O)Cn1c(CN2CCOCC2)nc2c1c(=O)[nH]c(=O)n2C,-34.5,93.1,-7.6,101.2,12.9,-18.2,3.9,-1.0,1.0,1.7
COc1ccc(S(=O)(=O)N2CCN(c3cc(-c4ccccc4)nc4ncnn34)CC2)cc1,-24.5,43.4,-12.5,48.6,-3.2,/,16.9,-2.6,-1.2,2.4
COc1ccc(C(=O)NC(=S)NNC(=O)c2cnccn2)cc1,81.3*,7.3,1.6,6.8,-1.1,/,1.8,-3.4,-4.4,2.8
CC(=O)c1ccc(OCC(C)C)c(CC(C(N)=O)C(N)=O)c1,-6.2,90.5,-8.5,91.8,0.5,-16.8,2.6,1.0,0.0,4.8
COc1ccc(C(=O)Nc2cc(Cl)ccc2Cl)c(OC)n1,-49.2,81.9,2.3,89.8,6.8,-26.5,20.7,-0.5,4.0,0.3
COC(=O)c1cc(C(=O)Nc2cc(C)ccn2)cc([N+](=O)[O-])c1,-68.5,85.4,-10.4,92.4,-18.4,/,10.8,0.2,-3.0,-0.3
CC(=O)Nc1sc(C)c(C)c1C(=O)OCC(=O)N(CC(C)C)C1CCS(=O)(=O)C1 (centres undefined),-50.5,91.8,-2.9,80.0,-8.3,-22.5,7.4,-2.7,-3.2,4.6
CCCC(=O)N1CCN(c2ccc([N+](=O)[O-])c(NC(C)c3ccccc3)c2)CC1 (centres undefined),-50.1,40.2,-6.3,36.7,-1.6,3.2,3.7,-6.1,-1.1,13.3
COc1cccc(-c2cc(C(=O)N3CCc4ccccc4C3)no2)c1,-7.3,92.0,-6.1,96.0,-1.2,-1.9,12.0,0.6,-0.8,10.8
O=C(CC(=O)N/N=C\c1cccc(Cl)c1Cl)NCc1ccccc1,-37.6,89.2,-4.1,90.4,8.7,/,7.3,0.4,-4.4,13.3
Cc1nn(C(C)C(=O)NCCCc2ccccc2)c(=O)c2cc3occc3n12 (centres undefined),-16.1,97.5,-14.4,99.0,-15.4,-6.5,21.9,-0.6,/,7.6
CC(C)(C)C(=O)Nc1ccccc1C(=O)OCC(=O)c1ccc2c(c1)OCCO2,-3.8,91.1,-5.6,95.2,-3.5,/,24.2,2.9,-7.0,3.0
CCN(CC)c1ccc(N2C(=O)/C(=C/c3cccs3)SC2=S)cc1,-20.6,93.0,0.1,93.5,4.1,-50.1,0.7,-2.9,-2.2,3.4
CCc1ccc2c(c1)C1(C(=O)N2)N2CCCC2C(C(=O)c2ccc3ccccc3c2)C12C(=O)Nc1ccccc12 (centres undefined),-21.4,1.3*,2.6,1.1*,10.2,/,11.2,-6.4,11.2,-3.1
O=C1c2ccccc2OC2(C=Cc3ccccc3O2)N1Cc1ccccc1 (centres undefined),-37.9,17.1,-5.2,21.8,-6.8,/,3.3,-0.8,-0.4,4.6
CCOC(=O)c1c(C)n(C)c2ccc(OC(=O)c3ccc(N4C(=O)CCC4=O)cc3)cc12,-16.4,102.8,-3.7,102.2,-3.6,5.2,12.2,-0.3,0.3,0.1
CCc1ccc(NC(=O)C2CC(=O)N=C(N)S2)cc1 (centres undefined),8.8,91.8,-10.6,99.6,6.1,5.6,10.6,-0.7,-2.3,5.5
N#CC1=C(N)C(C#N)(C#N)[C@H](c2ccncc2)[C@H]2CC3(CC=C12)OCCO3,-3.8,105.0,-13.6,105.5,-10.3,-9.6,3.0,-2.7,-0.5,1.4
O=C1c2ccccc2C(Nc2ccc(Cl)cn2)N1c1ccccn1 (centres undefined),-28.4,90.6,13.9,87.4,9.9,/,17.4,-2.6,/,8.3
COc1ccc(CN2CCCCC2C)cc1C (centres undefined),-67.8,84.0,4.1,93.7,-0.8,-22.6,5.3,-0.8,0.5,3.9
O=C(COC(=O)c1cc([N+](=O)[O-])ccc1NCc1ccccc1)NCc1ccccc1Cl,-28.4,80.3,-4.6,80.0,-7.1,/,5.1,-2.6,-10.1,1.0
CN(C)CCCNC(NC(=O)c1cccs1)C(Cl)(Cl)Cl (centres undefined),-38.6,97.0,-6.4,106.7,0.3,/,4.9,-0.4,-1.4,-0.9
Cc1ccc(Cn2nc(C)c(NC(=O)CSc3nc4c(c(C(F)(F)F)n3)CCc3ccccc3-4)c2C)cc1,-25.8,46.4,1.5,6.6,2.0,-30.8,10.7,-4.7,-6.5,10.0
CCn1c(-c2nn(C)cc2Cl)n[nH]c1=S,-14.9,103.2,7.8,106.4,21.2,/,9.1,0.3,7.1,-0.4
# Other structures.
SMILES,Yeast growth inh,bCat KO growth,Yeast life ext,HCT116 PTEN-null,GALR2 blocker,E-sel TNF inh,Measles CPE,MRP1 act,Phagocyt inh,NPY-Y2 antag
COC(=O)Cn1c(CCS(=O)(=O)c2ccc(C)c(C)c2)nc2ccccc21,-11.0,61.4,-5.2,74.8,6.3,-48.2,44.3,-3.8,0.6,1.4
CC(=O)Nc1ccc(S(=O)(=O)NNC(=O)c2sc(=S)n(C)c2C)cc1,-21.0,95.2,-7.5,103.5,-8.0,/,10.0,-3.0,-5.1,4.3
Cc1cc(C)nc(SCC(=O)Nc2ccc(S(=O)(=O)Nc3onc(C)c3C)cc2)n1,-3.6,87.7,-1.6,103.8,-4.4,10.3,20.0,-1.0,-0.1,-1.1
O=C(C1COc2ccccc2O1)N1CCN(c2ccc(F)cc2)CC1 (centres undefined),-48.6,101.1,-1.3,108.3,-11.3,6.6,5.9,0.6,/,8.6
S=C1N(c2ccccc2)C(c2cccc3ccccc23)N2CCCN12 (centres undefined),-26.9,92.1,-3.2,93.2,2.0,9.7,5.7,-0.3,2.8,4.0
COC(=O)c1ccc(COC(=O)c2ccc(CO)cc2)o1,-19.3,101.8,-5.6,101.4,-2.4,12.9,10.5,-1.8,/,1.8
Cc1cccn2c(=O)c3cc(C(=O)NCc4cccnc4)c(=N)n(C(C)C)c3nc12,6.1,51.7,10.6,51.8,-9.3,-0.6,5.7,-2.1,-0.9,3.8
Cc1cccc(C)c1NC(=O)COC(=O)C1Cc2ccccc2CN1C(=O)c1ccccc1 (centres undefined),-26.0,90.3,-2.2,89.5,3.4,-0.6,26.0,-2.3,-4.8,9.7
COc1cccc(/C=N/NC(=O)c2[nH]c(C)c(C(=O)N/N=C/c3cccc(OC)c3)c2C)c1,5.9,80.4,1.7,69.0,8.3,/,14.4,1.6,-11.2,0.6
COc1ccc([N+](=O)[O-])cc1NC(=S)NC(NC(=O)Cc1ccc(OC)c(OC)c1)C(Cl)(Cl)Cl (centres undefined),-55.1,4.9*,-18.1,4.0,-10.1,6.6,7.3,-5.7,2.2,2.2
C=CCn1c(SCC(=O)c2c(N)n(CCC)c(=O)n(C)c2=O)nc2sc(CC)cc2c1=O,-36.0,40.8,-1.7,35.6,-1.1,14.3,5.7,-3.5,0.2,1.3
COC(=O)c1c(NC(=O)CC2SC(N)=NC2=O)sc2c1CCCC2 (centres undefined),-34.2,82.4,-9.8,73.1,-5.8,-28.6,37.7,-4.0,-0.5,1.1
COc1ccc(C(CC(=O)O)NC(=O)c2ccccc2)cc1OC (centres undefined),-15.5,100.4,-11.2,100.3,-7.2,-14.7,10.0,-0.2,-2.0,-2.3
COc1cccc(N2C(=O)Nc3ccccc3C2(O)C(=O)NCc2ccc3c(c2)OCO3)c1 (centres undefined),-6.2,94.0,-9.3,90.8,2.4,-14.0,25.9,-2.0,-3.1,1.2
CC(C)(C)c1ccc(-c2nnc(SCC(=O)c3ccc4c(c3)OCCO4)o2)cc1,-18.2,62.9,-15.1,64.9,-9.2,7.1,8.5,-0.8,/,-1.0
CCC(CC)C(=O)Nc1ccc(Nc2ccccc2)cc1,7.4,99.2,-2.3,109.6,14.4,/,3.6,1.4,8.3,0.6
CN(C)c1nc(SCC#N)nc(N(C)C)n1,-25.6,100.9,-6.6,102.4,3.6,0.5,16.3,-1.0,/,2.3
CO[C@@]1(NC(=O)CSCC#N)C(=O)N2C(C(=O)O)=C(CSc3nnnn3C)CS[C@@H]21,-29.7,96.9,0.3,111.0,8.6,/,8.0,-1.8,/,3.0
Cc1cc(C(=O)CSc2nc3ccccc3[nH]2)c(C)n1Cc1ccco1,-36.5,32.6,2.0,31.3,1.9,/,6.8,0.9,/,4.4
Cc1ccc(OCc2nnc(SCC(=O)c3ccccc3)n2Cc2ccco2)cc1,-66.1,66.3,-2.2,72.8,-23.6,/,3.5,-0.9,-0.3,4.6
CCn1cc(/C=N/N=C2\CCC3C4CCc5cc(O)ccc5C4CC[C@]23C)c(C)n1 (some centres undefined),-75.9,56.2,-8.1,57.0,-1.9,13.3,7.7,-1.6,-1.7,-0.6
C/C(CC(=O)Nc1cc(C)ccn1)=N\NC(=O)COc1cccc(C)c1,-1.3,89.8,-8.6,95.0,-0.2,-21.5,14.8,1.6,/,4.1
COCCNC(=O)CN(c1cc(Cl)ccc1OC)S(C)(=O)=O,-18.0,84.8,5.2,90.3,-0.6,-18.1,1.5,-2.2,0.3,0.2
CCC(C)NC(=O)C1c2ccccc2C(=O)N1Cc1ccccc1OC (centres undefined),-34.9,90.9,-20.5,99.7,13.7,-35.8,5.0,-2.2,-0.9,4.1
CCN(CC)S(=O)(=O)c1ccc(C(=O)NCc2ccc3[nH]c4c(c3c2)CCCC4)cc1,-21.4,66.2,0.6,83.9,1.1,-10.9,8.6,4.2,/,-2.4
# Next section
SMILES,Yeast growth inh,bCat KO growth,Yeast life ext,HCT116 PTEN-null,GALR2 blocker,E-sel TNF inh,Measles CPE,MRP1 act,Phagocyt inh,NPY-Y2 antag
CCOC(=O)C1=C(CSc2nc(-c3ccccc3)ccc2C#N)OC(N)=C(C#N)C1c1cccnc1 (centres undefined),-54.1,94.9,-1.2,97.3,28.6*,2.8,10.5,-1.8,-0.6,13.3
CSC1=N/C(=C\c2ccccc2)C(=O)N1C,-4.8,99.7,-16.7,95.2,3.0,-7.4,11.4,-4.1,/,0.7
Cc1cc(C)n(Cc2ccc(NC(=O)c3c([N+](=O)[O-])c(C)nn3C)cc2)n1,-44.9,103.7,-10.0,104.7,1.9,-0.1,24.5,0.2,5.4,0.6
COCCN1Cc2cccc(C(=O)Nc3ccc(C)c(C)c3)c2C1=O,-51.6,92.0,-10.1,89.6,2.5,/,2.3,0.5,-0.5,-3.3
COc1ccc(NC(=O)CN2CCN(CC(=O)Nc3cc(OC)cc(OC)c3)CC2)cc1,-13.1,94.2,-8.7,97.1,/,/,13.9,-4.7,0.3,/
O=C(OCC(=O)N1CCN(C(=O)c2ccco2)CC1)c1cc(-c2ccc(Cl)c(Cl)c2Cl)nc2ccccc12,-52.1,58.3,-6.2,34.2,-4.3,-1.9,16.8,-2.5,0.8,1.1
